ABHD5 PLIN5 PPI = ABHD5-PLIN5 interaction inhibitors, primary screen, cell lysate, split luciferase complementation, luminescence | Perilipin-5 (Homo sapiens) + 1-acylglycerol-3-phosphate O-acyltransferase ABHD5 (Homo … | inhibition, % at 4 µM | Split G. princeps luciferase complementation, 4 h | 0.78% of 360,000 active;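 active means inhibition above the mean inhibition across every tested compound plus 3 SD, cut at about 22% in these data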;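 further: 0% = DMSO only wells and the 100% control is not disclosed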
Target sequence (Q00G26 whole entry, looked up): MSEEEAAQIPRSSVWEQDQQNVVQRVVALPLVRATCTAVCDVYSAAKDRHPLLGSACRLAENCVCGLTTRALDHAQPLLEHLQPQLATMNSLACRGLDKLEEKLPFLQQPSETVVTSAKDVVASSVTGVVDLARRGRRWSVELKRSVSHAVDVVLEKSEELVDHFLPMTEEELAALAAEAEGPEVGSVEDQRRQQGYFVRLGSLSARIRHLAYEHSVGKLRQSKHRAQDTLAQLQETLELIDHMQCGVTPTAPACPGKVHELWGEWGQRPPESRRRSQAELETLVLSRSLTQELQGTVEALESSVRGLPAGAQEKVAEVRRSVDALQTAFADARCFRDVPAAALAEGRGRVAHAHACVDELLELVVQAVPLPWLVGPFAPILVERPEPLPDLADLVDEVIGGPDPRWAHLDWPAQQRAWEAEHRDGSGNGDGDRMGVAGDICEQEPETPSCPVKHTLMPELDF
Target sequence (Q8WTS1 whole entry, looked up): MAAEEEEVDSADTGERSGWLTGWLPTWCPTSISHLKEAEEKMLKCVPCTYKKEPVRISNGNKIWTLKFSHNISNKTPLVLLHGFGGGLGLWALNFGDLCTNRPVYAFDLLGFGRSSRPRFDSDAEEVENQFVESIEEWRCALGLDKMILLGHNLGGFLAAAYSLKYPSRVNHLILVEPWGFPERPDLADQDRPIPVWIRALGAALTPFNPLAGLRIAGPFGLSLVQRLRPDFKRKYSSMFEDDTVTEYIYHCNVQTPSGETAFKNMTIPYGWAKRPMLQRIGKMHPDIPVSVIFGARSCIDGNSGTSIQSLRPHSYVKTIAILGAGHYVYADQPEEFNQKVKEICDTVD
MC4R antagonist = MC4R antagonists of cAMP signaling, primary screen, cell-based, TR-FRET, antagonist arm of biased-ligand search; Melanocortin receptor 4 (Homo sapiens), P32245; MC4R-expressing cells, MTII-stimulated cAMP, LANCE TR-FRET; inhibition, % at 6.5 µM; 0.48% of 360,000 active; AID 540295, 2011;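 active means inhibition above its plate's cutoff, the mean of tested wells on that plate plus 3 SD, cut at about 29% in these data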;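 further: 0% = Melanotan II alone and 100% = Melanotan II plus saturating MCL0020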
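System: U2OS-MC4R stable cell line; Technique: Eu-cAMP/anti-cAMP TR-FRET, emission 671 nm; Repeats: single well per compound; Also added: Melanotan II; Dosing: one concentration, 6.5 µM nominal; Schedule: 30-min compound, 1-h challenge, 1-h detection, room temperature.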
Vif inh = HIV Vif self-association inhibitors, primary screen, imaging, HEK293T, single point; HEK293T cells, Vif self-association by quenched fluorescence, 24 h; inhibition, % at 7.49 µM; 0.35% of 340,000 active; in the data active means inhibition above about 50%, passing the limit was not always enough; inconclusive means no clear call, values can overlap the other calls; inactive means below about 31%; further: some results filed as inactive read as strong as hits
MC4R ag barr = MC4R agonists recruiting beta-arrestin, primary screen, cell-based, luminescence, agonist arm of biased-ligand search. Melanocortin receptor 4 (Homo sapiens), P32245. U2OS MC4R beta-arrestin complementation; percent of melanotan II response, DMSO zero. activation, % at 8.9 µM. 0.98% of 360,000 active;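 active means activation above a per-plate cutoff, the mean activation of sample wells on that plate plus 3 SD, cut at about 8% in these data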
aDG glyco up = activators of alpha-DG glycosylation, primary screen, uHTS, Pro5-aDG cells, AlphaScreen | alpha-DG glycosylation AlphaScreen (IIH6); 0% Pro5, 100% B10-LARGE cell signal | 0.22% of 360,000 active | activation, % at 10 µM;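 active means activation of at least 8% versus controls, or a plate z-score of at least 8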;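 further: Pro5 are CHO cells carrying HIG-tagged alpha-DG that lacks glycosylation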
ABCB6 inh MLPCN = ABCB6 transporter inhibitors, primary screen, K562-ABCB6 cells, flow cytometry, MLPCN library; ATP-binding cassette sub-family B member 6 (Homo sapiens), Q9NP58; fluorescence ratio to DMSO, % at 10 µM; 0.19% of 360,000 active; K562-ABCB6 porphyrin accumulation, 1 h; active compounds read low;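 active means fluorescence ratio to DMSO below 75%, the collection mean minus 3 SD; inconclusive means too few cells collected in the well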;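 further: signal is porphyrin accumulated inside mitochondria; 100% equals median channel fluorescence of DMSO control wells; lower ratio means ABCB6 inhibition with less porphyrin fluorescence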
Glyco luc inh = increase of ERlucT glycosylation luciferase signal, primary screen, N-linked glycosylation inhibitor project, D54 ERlucT cells, luminescence, set 2; 0.23% of 360,000 active; AID 588692, 2011; reporter increase, % at 12.5 µM; D54 ERlucT glycosylation luciferase reporter, 24 h; percent of 100 nM tunicamycin response;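 active means mean luciferase reporter signal, scaled so untreated is 0 and the glycosylation-blocking control 100, at or above a set limit in every replicate; inconclusive means mean reaches the limit but not every replicate does; inactive means mean below the limit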;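 further: luciferase carries N-glycosylation sites so blocking glycosylation raises the light; 0% = median of neutral control wells and 100% = median of 100 nM tunicamycin wells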
TLR9-MyD88 inh = inhibitors of TLR9-MyD88 association in cells, primary screen, cell-based, CHO, BLA complementation, fluorescence. Toll-like receptor 9 (Homo sapiens) + Myeloid differentiation primary response protein …. CCF4 FRET ratio. inhibition, % at 4.98 µM. 0.21% of 340,000 active;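 active means inhibition above the mean over all tested compounds plus 3 SD, cut at about 21% in these data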;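 further: 0% = DMSO only wells and 100% = clavulanate BLA inhibitor control wells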
NOD2-RIPK2 inh = NOD2-RIPK2 binding disruptors in cells, primary screen, fluorescence, CHO cells, BLA complementation; inhibition, % at 4.98 µM; Receptor-interacting serine/threonine-protein kinase 2 (Homo sapiens), O43353; CCF4 ratio; 0.38% of 360,000 active; in the data active means inhibition above about 21%;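 further: 0% = vehicle only and 100% = reference blocker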
Exocytosis inh = LAMP-1 surface exposure blockers, TALL-104 cells – cell-based, flow cytometry, MLPCN library, primary screen; TALL-104 LAMP-1 surface exposure; cells stimulated with thapsigargin and PMA; inhibition, % at 10 µM; 0.66% of 360,000 active; AID 651702, 2012;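 active means inhibition above about 55%, limit read from the data; inconclusive means no clear call, values can overlap the other calls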
Active calls of the source: *; ? = inconclusive; . = no result given. A portion of the library; the hit share may differ from the screen's.

SMILES	ABHD5 PLIN5 PPI	MC4R antagonist	Vif inh	MC4R ag barr	aDG glyco up	ABCB6 inh MLPCN	Glyco luc inh	TLR9-MyD88 inh	NOD2-RIPK2 inh	Exocytosis inh
COC(=O)C1=C(C)OC(N)=C(C#N)C1c1ccc(OC)c(OC)c1OC (stereo not given)	-3	3	5	-0.8	0.2	81	2	-11	-12	-2
O=C(CN1CCN(Cc2ccccc2)CC1)N/N=C/c1ccccc1F	4	9	-3	-0.9	0.1	96	2	.	2	-4
Cc1cc(NC(=O)CSc2nnc(-c3ccoc3C)o2)no1	-2	9	3	-1.9	-0.4	99	2	-4	-1	-1
COc1ccc(CNC(=O)CCn2cccc2)cc1	0	12	7	1.4	0.0	96	-1	-2	0	-2
Cc1nc(NC(=S)NC(=O)c2cccs2)ccc1Br	-2	14	-3	-2.9	0.3	98	2	-1	-4	1
C/C(=N\n1cnnc1)c1ccc(C#N)cc1	-1	7	.	-3.0	-0.2	94	2	-6	11	-2
Cc1nc2scc(-c3ccccc3)c2c(=O)n1/N=C/c1ccco1	11	2	-6	2.0	0.2	106	1	-2	2	2
O=C1/C(=C/c2ccncc2)SC(=S)N1C1CCS(=O)(=O)C1 (stereo not given)	-16	2	9	-2.4	-0.1	84	1	-7	-12	-2
CN(Cc1ccccc1NS(=O)(=O)c1ccc(Cl)cc1)C1CCCCC1	1	14	3	-1.3	-0.1	101	0	0	-4	-1
CCOC(=O)C(C)NC(=O)Cn1ncc2c(=O)oc3ccc(C)cc3c21 (stereo not given)	-5	9	2	-0.2	-0.1	92	3	-4	-2	-1
CCS(=O)(=O)N1CCN=C1SCc1cccc(F)c1	-4	2	1	-0.9	0.1	91	2	-2	-3	5
C[C@@H]1CCCCO[C@@H](CN(C)Cc2ccc(Cl)c(Cl)c2)[C@@H](C)CN([C@H](C)CO)C(=O)c2cc(NC(=O)CCC(F)(F)F)ccc2O1	0	14	2	5.3	1.4	100	-2	-9	-5	33
CCOc1ccc(/C=N/NC(=O)c2ccncc2)cc1OC	-7	5	8	-1.9	-0.3	102	1	-6	-8	34
COC(=O)c1cc(C(=O)OC)[nH]n1	-4	14	4	-2.4	-0.4	97	3	1	1	-7
CCSC1=N/C(=C\C=C2/Oc3ccccc3N2CC)C(=O)S1	7	-1	0	-3.0	-0.2	221	-2	-1	-10	-6

4 of these compounds, reformatted:
Structure | ABHD5 PLIN5 PPI | MC4R antagonist | Vif inh | MC4R ag barr | aDG glyco up | ABCB6 inh MLPCN | Glyco luc inh | TLR9-MyD88 inh | NOD2-RIPK2 inh | Exocytosis inh
C/C(=N\n1cnnc1)c1ccc(C#N)cc1 | -1 | 7 | . | -3.0 | -0.2 | 94 | 2 | -6 | 11 | -2
Cc1nc2scc(-c3ccccc3)c2c(=O)n1/N=C/c1ccco1 | 11 | 2 | -6 | 2.0 | 0.2 | 106 | 1 | -2 | 2 | 2
O=C1/C(=C/c2ccncc2)SC(=S)N1C1CCS(=O)(=O)C1 (stereo not given) | -16 | 2 | 9 | -2.4 | -0.1 | 84 | 1 | -7 | -12 | -2
CN(Cc1ccccc1NS(=O)(=O)c1ccc(Cl)cc1)C1CCCCC1 | 1 | 14 | 3 | -1.3 | -0.1 | 101 | 0 | 0 | -4 | -1

Back to the main list with the 2 entries that preceded the break.
SMILES	ABHD5 PLIN5 PPI	MC4R antagonist	Vif inh	MC4R ag barr	aDG glyco up	ABCB6 inh MLPCN	Glyco luc inh	TLR9-MyD88 inh	NOD2-RIPK2 inh	Exocytosis inh
COC(=O)c1cc(C(=O)OC)[nH]n1	-4	14	4	-2.4	-0.4	97	3	1	1	-7
CCSC1=N/C(=C\C=C2/Oc3ccccc3N2CC)C(=O)S1	7	-1	0	-3.0	-0.2	221	-2	-1	-10	-6
CCN1CCN(C(=O)CCc2nnc(CCc3ccc(OC)cc3)o2)[C@@H](C)C1=O	4	-5	12	-2.8	-0.1	102	-1	-1	9	-8
O=C(NCC(=O)N(c1cccnc1)C(C(=O)NC1CCCC1)c1cccs1)c1ccco1 (stereo not given)	-4	0	1	-0.8	0.3	102	3	4	-1	16
O=C(Nc1ccc2c(c1)oc1ccccc12)c1ccncc1	22*	-9	-7	2.0	0.9	95	-2	6	-5	1
Cc1ccc(N2CCN(S(=O)(=O)N3CCOCC3)CC2)cc1C	-1	0	2	-2.1	-0.2	103	0	-5	6	2
CC(Sc1nnc(C2CC2)n1C1CC1)C(=O)Nc1ccccc1C#N (stereo not given)	4	13	11	0.5	0.2	100	0	-1	1	6
Cc1cc(C)c(S(N)(=O)=O)c(C)c1-n1cnnn1	-1	1	13	-1.1	-0.4	96	1	-1	-12	-2
O=C(Nc1ccc(Cl)cc1)c1ccc(OCC2CCCO2)cc1 (stereo not given)	6	11	.	-0.7	0.4	96	0	-12	2	1
CCOC(=O)/C=C/COc1ccccc1[N+](=O)[O-]	0	-5	9	2.2	0.0	97	3	0	0	1
CC(=O)Nc1ccc(OCC(=O)NCc2ccc3c(c2)OCO3)cc1	-6	9	-5	-0.3	0.4	96	-1	-7	-5	1
Nc1ccc(C(=O)Nc2ccccc2C(=O)O)cc1	0	-2	1	-0.5	-0.1	98	1	0	-7	1
CC(C)Cn1c(-c2ccco2)csc1=Nc1cccnc1	2	3	.	-1.2	-0.1	104	-3	-4	2	0
Cc1ccsc1/C=N/n1cnnc1	-5	8	3	-0.5	0.0	96	3	-8	-2	-3
COc1cccc(C(C(=O)NC2CCCC2)N(C(=O)CNC(=O)c2ccco2)c2cccnc2)c1 (stereo not given)	2	4	-3	-1.3	-0.1	94	1	-8	-7	10
CCc1nnc(NS(=O)(=O)c2ccc(NC(=S)NC(=O)c3cccs3)cc2)s1	5	-8	1	-0.2	0.7	85	0	8	-4	6
CC1(C)CC2CC(C)(CN2/C=N/c2sc3c(c2C#N)CC(C)(C)NC3(C)C)C1 (stereo not given)	4	14	-1	-0.3	1.4	98	-4	.	2	34

Next section, overlapping the part above by five compounds.
SMILES	ABHD5 PLIN5 PPI	MC4R antagonist	Vif inh	MC4R ag barr	aDG glyco up	ABCB6 inh MLPCN	Glyco luc inh	TLR9-MyD88 inh	NOD2-RIPK2 inh	Exocytosis inh
CC(C)Cn1c(-c2ccco2)csc1=Nc1cccnc1	2	3	.	-1.2	-0.1	104	-3	-4	2	0
Cc1ccsc1/C=N/n1cnnc1	-5	8	3	-0.5	0.0	96	3	-8	-2	-3
COc1cccc(C(C(=O)NC2CCCC2)N(C(=O)CNC(=O)c2ccco2)c2cccnc2)c1 (stereo not given)	2	4	-3	-1.3	-0.1	94	1	-8	-7	10
CCc1nnc(NS(=O)(=O)c2ccc(NC(=S)NC(=O)c3cccs3)cc2)s1	5	-8	1	-0.2	0.7	85	0	8	-4	6
CC1(C)CC2CC(C)(CN2/C=N/c2sc3c(c2C#N)CC(C)(C)NC3(C)C)C1 (stereo not given)	4	14	-1	-0.3	1.4	98	-4	.	2	34
Cc1cc2c(Nc3ccc(C(=O)O)cc3)ncnc2s1	-1	-5	-3	1.2	0.0	99	4	-6	9	-7
Nc1c(C(=O)c2cccs2)oc2ccccc12	2	-1	-7	-2.4	-0.4	94	1	4	11	-1
CC(C)(C)S(=O)N1Cc2cc(C(=O)NCC(F)(F)F)nc(-c3cccc(-c4cccc(F)c4)c3)c2[C@H]1CCO (stereo not given in full)	-1	.	.	.	0.0	95	1	.	-8	4
CC(=O)NC12CC3CC(C1)CC(C(=O)N1CCN(S(=O)(=O)c4cccc(F)c4)CC1)(C3)C2	2	0	-8	-2.9	0.1	91	-3	-18	-14	1
CS(=O)(=O)c1ccc(NCCc2ccc(S(N)(=O)=O)cc2)c([N+](=O)[O-])c1	2	27	5	1.4	-0.2	100	1	-11	-9	-9
O=C(NC1CCN(C(=O)NCc2ccccc2)CC1)c1ccc(F)cc1	-6	10	7	-0.7	0.0	97	3	-10	2	-6
O=C(Nc1ccc2c(c1)OCO2)C1CCN(C(=O)c2ccc(Cl)cc2)CC1	0	16	13	-0.3	0.5	97	2	0	-12	-1
N=C(N)SCc1ccccn1	-3	-2	-2	-1.6	0.1	100	3	1	8	2
CCN(CC(=O)Nc1ccc(C)c(F)c1)CC(=O)NC(C)(C)C	-5	6	1	-2.0	0.3	98	-2	11	-5	3
CC(C)Oc1ccc(/C=N/NC(=O)c2nnn(-c3nonc3N)c2CN(C)C2CCCCC2)cc1	-6	7	-5	0.2	0.2	115	2	-2	7	-2
O=C(O)CSCc1cn2cc(Cl)ccc2n1	-6	1	6	-2.1	0.0	101	2	6	0	1
Cc1c(C#N)c(N=CN(C)C)c(C(=O)c2ccc(Br)cc2)n1-c1ccccc1	-2	16	-2	-0.9	-0.3	100	0	4	7	1
Cn1c(=O)c(=O)n(C)c2cc(S(=O)(=O)NCCOc3ccccc3Cl)ccc21	3	2	1	-3.1	0.1	101	2	2	-17	0
COc1ccccc1-c1cn(CC[C@H]2CC[C@@H](NS(=O)(=O)c3ccccc3C)[C@@H](CO)O2)nn1	8	.	.	.	-0.3	.	.	.	-10	-1
CN(CC(=O)N1CCN(c2ccccc2)CC1)S(=O)(=O)c1cnc[nH]1	10	5	-45	-1.9	0.4	98	-1	14	-5	-5
CCOC(=O)C1(CCc2ccccc2)CCN(C(=O)[C@@H]2C[C@@H](C)NC(=S)N2)CC1	-13	10	-2	-0.6	0.3	96	-2	1	-7	-4
CC1CC(C)CN(C(=O)Cn2c(=O)n(CCCCC(=O)NCc3ccco3)c(=O)c3ccccc32)C1 (stereo not given)	2	10	5	-0.6	-0.2	97	-2	1	-5	1
CCN(CC)S(=O)(=O)c1ccc2nc(NC(=O)c3cccs3)sc2c1	-3	7	-14	-1.6	-0.2	92	-1	-7	-7	2
Cc1cc(N2CCN(S(=O)(=O)c3ccc4ccccc4c3)CC2)n2ncnc2n1	-6	2	5	-1.8	-0.1	87	2	8	-2	-2
COc1cc(NS(=O)(=O)c2ccc(NC(=O)NC3CCCCC3)cc2)nc(OC)n1	7	2	0	-1.5	0.1	99	2	-9	-7	3
COc1cccc(CN(C)C(=O)C23CC4CC(CC(C4)C2)C3)c1	-3	-10	?	0.2	0.1	84	-1	-5	-4	?
CCCN(CCC)S(=O)(=O)c1ccc(C(=O)Nc2nc3c(s2)CCc2ccccc2-3)cc1	1	3	-5	-1.4	-0.3	97	18	-9	-1	-1
O=C(CCCC(=O)N(CC(=O)NC1CCCC1)Cc1ccc2c(c1)OCO2)Nc1ccccn1	0	8	6	-2.1	0.0	100	2	4	-9	-5
